rTrxR1 inhibitor: inhibitors of rat thioredoxin reductase 1; actives 1% (n = 390,000); O89049; Potency, µM (titrated, usually from 114 µM), for the others: at the highest dose activity change, negative = inhibition, hits mostly inhibitors; recombinant rTrxR1, NADPH fluorescence consumption, selenite substrate; note: % is set by controls: 0 for no effect and ±100 for the full control effect; nearly all actives have a fitted effect of over 65% in size
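Rat TrxR1 (90 nM in the dispensed reagent) was pre-reduced with 400 uM NADPH for 5 min at room temperature, then incubated with compound for 15 min. After 400 uM selenite was added, NADPH fluorescence (Ex 340/Em 450 nm) was followed for 8 min.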
RXFP1 agonist: agonists of human relaxin receptor RXFP1. Q9HBX9. HEK293T-RXFP1 cAMP TR-FRET, 30 min; response scale: percent of porcine relaxin response, buffer zero. Potency, µM (series often up to 57.5 µM), inactives show at the top dose activation, most hits filed as activators. actives 0.3% (n = 370,000); note: % is set by controls: 0 for no effect and ±100 for the full control effect; nearly all actives have a fitted effect of over 60% in size; many of its hits are not listed in these tables
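Agonist response is measured as cAMP accumulation in an RXFP1-transfected HEK293T line under PDE4 inhibition. Values are scaled between buffer-only and 29 nM porcine relaxin, and EC50s come from standard Hill equation fits.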
12-LOX inh: blocks human arachidonate 12S-lipoxygenase. P18054. purified 12hLO, xylenol orange hydroperoxide absorbance. Potency, µM (doses to about 108 µM), without a hit: at the top dose activity change, negative = inhibition, hits mostly inhibitors. actives 1.1% (n = 580,000); note: % is set by controls: 0 for no effect and ±100 for the full control effect
Target sequence (P18054 whole entry, looked up): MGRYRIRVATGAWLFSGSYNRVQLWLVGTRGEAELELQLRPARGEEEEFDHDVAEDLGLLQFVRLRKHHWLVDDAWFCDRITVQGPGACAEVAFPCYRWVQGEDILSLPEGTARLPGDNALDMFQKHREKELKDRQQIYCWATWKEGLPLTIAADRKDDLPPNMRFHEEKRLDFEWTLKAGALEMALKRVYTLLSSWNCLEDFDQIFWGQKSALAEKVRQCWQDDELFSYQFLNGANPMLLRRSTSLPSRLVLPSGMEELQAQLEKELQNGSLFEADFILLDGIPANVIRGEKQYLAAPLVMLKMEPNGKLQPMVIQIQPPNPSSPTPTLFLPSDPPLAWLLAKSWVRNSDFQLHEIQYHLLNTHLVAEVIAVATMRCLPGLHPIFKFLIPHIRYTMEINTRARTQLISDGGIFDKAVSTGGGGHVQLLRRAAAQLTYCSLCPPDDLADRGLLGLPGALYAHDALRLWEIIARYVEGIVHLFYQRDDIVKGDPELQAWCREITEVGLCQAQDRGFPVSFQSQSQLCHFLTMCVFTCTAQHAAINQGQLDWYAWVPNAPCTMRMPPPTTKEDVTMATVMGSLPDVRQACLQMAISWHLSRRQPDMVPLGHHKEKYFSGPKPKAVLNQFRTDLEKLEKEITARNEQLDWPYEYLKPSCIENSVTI
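Purified human 12hLO (150 nM final) in 25 mM Hepes, 0.01% Triton X-100, pH 7.0 was preincubated 15 min at room temperature with compound. Then 40 uM arachidonic acid was added, 30 min. Hydroperoxide was read by Fe-XO absorbance ratio 573/405 nm.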
USP1-UAF1 inh: USP1/UAF1 (human) deubiquitinase inhibition; O94782; recombinant USP1/UAF1, Ub-Rhodamine cleavage fluorescence; Potency, µM (series often up to 57.1 µM), for inactives: at the highest dose activity change, negative = inhibition, actives largely listed as inhibitors; actives 0.23% (n = 390,000); AID 743255; note: % is set by controls: 0 for no effect and ±100 for the full control effect; nearly all actives have a fitted effect of over 60% in size; inactives centre near -12
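In this screen, compounds sit with the deubiquitinase complex (1nM) for 15 min at room temperature before Ub-Rho is added at 150nM final. Fluorescence rise is then followed for 6 reads every 60 seconds.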
TrxR1 substrate: is turned over as a substrate by rat TrxR1 | Potency, µM (doses to about 114 µM), for the others: top-dose activity change, negative = substrate turnover | purified TrxR1 substrate turnover, NADPH consumption readout | actives 0.01% (n = 390,000); note: % is set by controls: 0 for no effect and ±100 for the full control effect; nearly all actives have a fitted effect of over 50% in size
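Rat TrxR1, dispensed at 90 nM, was prereduced with 400 uM NADPH (final) for 5 min at ~22 deg C, then incubated with compound 15 min before 400 uM selenite. A first-read NADPH fluorescence drop versus no-compound background flagged substrates.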
RGS4 inh: inhibitors of human regulator of G protein signaling 4. P49798. actives 0.039% (n = 390,000). Potency, µM (top dose mostly 114 µM), for inactives: at the highest dose activity change, negative = inhibition, actives largely listed as inhibitors. Transcreener GDP fluorescence polarization, RGS4-accelerated GTP hydrolysis; note: % is set by controls: 0 for no effect and ±100 for the full control effect; nearly all actives have a fitted effect of over 75% in size; some results filed as inactive show a strong effect at the top dose
Target sequence (P49798 whole entry, looked up): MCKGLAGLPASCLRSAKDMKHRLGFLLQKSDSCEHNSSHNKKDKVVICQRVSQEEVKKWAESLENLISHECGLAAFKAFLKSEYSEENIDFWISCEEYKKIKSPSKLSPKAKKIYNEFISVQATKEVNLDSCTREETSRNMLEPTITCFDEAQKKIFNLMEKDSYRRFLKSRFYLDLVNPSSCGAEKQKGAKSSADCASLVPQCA
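MLSMR compounds (23 nl, pin-transferred) preincubated 10 min at room temperature with a 500nM (2x) first reagent, then RGS4 at 900nM (2x) plus Transcreener GDP mix added; fluorescence polarization (620/688 nm) read before and after 90 min at 30 °C.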
Vif-APOBEC3F blk: Vif-A3F binding inhibition. actives 0.2% (n = 390,000). HeLa A3F-eYFP + Vif (tagged APOBEC3F with the HIV-1 protein that degrades it), YFP fluorescence increase. Potency, µM (highest dose often 46.1 µM), inactives show at the top dose activity, negative = active; note: % of control where 0% means no effect; nearly all actives have a fitted effect of over 65% in size
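HeLa cells stably expressing A3F-eYFP plus Vif, plated and incubated overnight at 37 deg C, then exposed to compounds overnight at 37 deg C. Blocked degradation read as raised yellow fluorescence (Ex 488/Em 500-530).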
Vif-APOBEC3G blk: inhibitors of Vif-APOBEC3G interaction | HeLa A3G-eYFP + Vif (tagged APOBEC3G with the HIV-1 protein that degrades it), YFP fluorescence, overnight | Potency, µM (doses to about 46.1 µM), without a hit: at the top dose activity, negative = active, hits mostly inhibitors | actives 0.076% (n = 410,000);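 note: % is set by controls: 0 for no effect and ±100 for the full control effect; nearly all actives have a fitted effect of over 60% in size; hits raise eYFP signal because A3G escapes Vif-driven loss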
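HeLa cells stably expressing Vif and C-terminally eYFP-tagged A3G, seeded overnight at 37 deg C, then exposed to compound by pintool overnight at 37 deg C. Rise in yellow fluorescence (Ex 488/Em 500-530, Acumen) marks blocked Vif-driven A3G degradation.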
mIDH1 inhibitor: human IDH1 R132H inhibition | AID 602179 | IDH1-R132H enzyme, NADPH consumption, diaphorase/resazurin fluorescence | Potency, µM (titrated, usually from 76.6 µM), inactives show at the highest dose activity change, negative = inhibition, most hits filed as inhibitors | actives 0.093% (n = 390,000) | O75874; note: % is set by controls: 0 for no effect and ±100 for the full control effect; nearly all actives have a fitted effect of over 65% in size
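IDH1-R132H (0.5 ug/mL dispensed) in pH 7.5 Tris buffer was preincubated 30 min with compound, then given a substrate mix of 0.016 mM NADPH and 2 mM alpha-KG for 80 min at room temperature; remaining NADPH was read by diaphorase/resazurin fluorescence.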
* hit, by the source's call; u = inconclusive; x = no result given; [ ] = another dose, or the depositor's remark. Calls come from the whole dose curve; as a rule, active = well fitted curve in the direction sought with a large enough effect; inconclusive = small, poorly fitted or top-dose-only effect, or another doubt; inactive = no such curve, though single readings can be large; an effect the other way counts as inactive or inconclusive. Potency is the fitted concentration of half-maximal effect. Only part of the results is shown. The share of hits here may be higher or lower than overall.

Below each compound: TrxR1 substrate	rTrxR1 inhibitor	RGS4 inh	12-LOX inh	RXFP1 agonist	Vif-APOBEC3F blk	Vif-APOBEC3G blk	mIDH1 inhibitor	USP1-UAF1 inh
CCOC(=O)C1=C(C)NC(=O)NC1c1ccccc1OCc1c(F)cccc1Cl (configuration not stated)
  -3%	9%	1%	0%	-0.7%	-3%	0%	4%	-14%
COc1ccc(OCc2nnc(SC(C)C(=O)Nc3nccs3)n2-c2ccccc2)cc1 (configuration not stated)
  -14%	8%	2%	26%	2.5%	-1%	-1%	8%	-11%
COc1c(O)ccc2c1CN1CCc3cc4c(cc3C1C2)OCO4 (configuration not stated)
  1%	50µM*	-23%	x	3.7%	-5%	4%	7%	7%
COc1ccc(/C=N/Nc2nc(Nc3ccccc3)nc(N3CCCC3)n2)cc1
  10%	21%[57.1 µM]	10%	-32%	0.8%	5%	-3%	3%	-14%
CCOCC(=O)Nc1cc(C(=O)OC)cc(C(=O)OC)c1
  5%	20%	22%	-5%	0.1%	-6%	-3%	1%	-3%
O=S(=O)(c1ccc(-c2ccccc2)cc1)N1CCCC1
  1%	17%	15%	1%	2.6%	-2%	6%	-3%	-24%
CCc1c(O)nc(SCC(=O)Nc2ccccc2)n(C(C)CC)c1=O (configuration not stated)
  4%	22%	19%	-20%	1.0%	-5%	0%	2%	-3%
Cc1cc(C)cc(N(CC(=O)Nc2cc(C)ccc2C)S(=O)(=O)c2c(C)[nH]c(=O)[nH]c2=O)c1
  -11%	6%	30%	0%	-1.8%	2%	1%	0%	-6%
S=c1[nH]nc(-c2cc3ccccc3o2)n1Cc1ccccc1
  47%[activator][57.1 µM]	3%[57.1 µM]	-18%	45µM*	8.7%	-3%	-2%	11%	-14%
CCOc1ccccc1N1CCN(C(=O)c2csc(C)c2CC)CC1
  1%	14%	-2%	-2%	1.9%	-1%	0%	0%	-28%
Cc1ccc(S(=O)(=O)NCC(=O)OCC(=O)N2CCc3ccccc32)cc1
  -8%	11%[57.1 µM]	8%	-9%	0.8%	13%	6%	-1%	12%
Cc1cccc(-n2ccnc2SCC(=O)Nc2nnc(C)s2)c1
  6%[57.1 µM]	17%[57.1 µM]	0%	20%	-0.3%	-16%	-23%	4%	6%
Cc1cc(C)nc(SCC(=O)N(C)C)n1
  -4%[57.1 µM]	4%[57.1 µM]	12%	u	-0.7%	-12%	-5%	-4%	u
COc1cc(C(=O)COC(=O)c2ccncc2)cc(OC)c1OC
  -3%	22%	10%	10%	x	-2%	1%	-5%	3%
CC(C)OCCCn1c(SCC(=O)Nc2ccccc2C(F)(F)F)nc2nccnc2c1=O
  -2%	8%	-12%	1%	u	3%	0%	6%	-22%
COc1ccc(NC(=O)CSc2nc(SC)ns2)cc1
  -4%	2%	-15%	8%	-0.3%	1%	-9%	10%	u
CCCNC(=O)COC(=O)c1ccccc1C(=O)N(C)C1CCCCC1
  1%	26%	-32%	0%	0.6%	1%	1%	-3%	-14%
O=[N+]([O-])c1ccc(/C=N/n2c(COc3ccccc3)n[nH]c2=S)cc1
  -9%	-33%	-41%	-17%	4.4%	-1%	1%	9%	-18%
Cc1noc(C)c1COc1ccc(C(=O)OCC(=O)OC(C)(C)C)cc1
  -2%[57.1 µM]	12%[57.1 µM]	-9%	-2%	-0.5%	1%	3%	-4%	0%
Cc1ccc(NS(=O)(=O)c2cccc(C(=O)NCCCn3ccnc3)c2)cc1
  -6%	-4%	9%	-22%	-1.9%	0%	-1%	1%	-2%

4 of these compounds, reformatted.
COc1c(O)ccc2c1CN1CCc3cc4c(cc3C1C2)OCO4 (configuration not stated)
  TrxR1 substrate: 1%
  rTrxR1 inhibitor: 50µM*
  RGS4 inh: -23%
  12-LOX inh: x
  RXFP1 agonist: 3.7%
  Vif-APOBEC3F blk: -5%
  Vif-APOBEC3G blk: 4%
  mIDH1 inhibitor: 7%
  USP1-UAF1 inh: 7%

COc1ccc(/C=N/Nc2nc(Nc3ccccc3)nc(N3CCCC3)n2)cc1
  TrxR1 substrate: 10%
  rTrxR1 inhibitor: 21%[57.1 µM]
  RGS4 inh: 10%
  12-LOX inh: -32%
  RXFP1 agonist: 0.8%
  Vif-APOBEC3F blk: 5%
  Vif-APOBEC3G blk: -3%
  mIDH1 inhibitor: 3%
  USP1-UAF1 inh: -14%

CCOCC(=O)Nc1cc(C(=O)OC)cc(C(=O)OC)c1
  TrxR1 substrate: 5%
  rTrxR1 inhibitor: 20%
  RGS4 inh: 22%
  12-LOX inh: -5%
  RXFP1 agonist: 0.1%
  Vif-APOBEC3F blk: -6%
  Vif-APOBEC3G blk: -3%
  mIDH1 inhibitor: 1%
  USP1-UAF1 inh: -3%

O=S(=O)(c1ccc(-c2ccccc2)cc1)N1CCCC1
  TrxR1 substrate: 1%
  rTrxR1 inhibitor: 17%
  RGS4 inh: 15%
  12-LOX inh: 1%
  RXFP1 agonist: 2.6%
  Vif-APOBEC3F blk: -2%
  Vif-APOBEC3G blk: 6%
  mIDH1 inhibitor: -3%
  USP1-UAF1 inh: -24%

(cont.)
Below each compound: TrxR1 substrate	rTrxR1 inhibitor	RGS4 inh	12-LOX inh	RXFP1 agonist	Vif-APOBEC3F blk	Vif-APOBEC3G blk	mIDH1 inhibitor	USP1-UAF1 inh
COc1cc2[nH]c(=O)n(CCC(=O)N3CC=C(c4ccccc4)CC3)c(=O)c2cc1OC
  14%[57.1 µM]	1%[57.1 µM]	-18%	28%	-0.5%	2%	-7%	-17%	-13%
COc1cc(NC(=O)C2CC2)c(OC)cc1NC(=O)c1ccco1
  0%	13%	1%	2%	0.0%	1%	3%	0%	-18%
Cc1ccc(NC(=O)c2ncn(CC(=O)NCc3ccc4[nH]ccc4c3)n2)cc1C
  -2%	10%	0%	u	x	5%	-7%	-12%	-18%
COc1cc(Cl)c(C)cc1NC(=O)CN1C(=O)C2CCCCC2C1=O (configuration not stated)
  -1%	10%	-25%	u	0.6%	4%	0%	4%	-3%
COc1ccccc1CCNC(=O)C(=O)NCC(c1ccco1)S(=O)(=O)c1ccccc1 (configuration not stated)
  -6%[57.1 µM]	-2%[57.1 µM]	34%	-23%	-0.4%	1%	3%	-2%	-22%
Cc1ccc(NC(=O)c2cc3c(s2)CCCC3)cc1
  0%	9%	-17%	-10%	1.4%	5%	-4%	22%	-18%
CCC(C)NC(=O)C1CCN(S(=O)(=O)c2ccc3nc4c(c(C(=O)O)c3c2)CCCCC4)CC1 (configuration not stated)
  10%	18%	3%[11.4 µM]	u	1.8%	0%	2%	0%	-21%
Cc1cccc2c1N(CCOc1ccccc1)C(=O)C2=O
  5%[57.1 µM]	13%[57.1 µM]	-40%	0%	0.9%	6%	-1%	-3%	-24%
Cn1cc(C(=O)c2ccc(Cl)cc2Cl)cc1C(=O)N/N=C(\N)COc1ccc(Cl)cc1
  -1%	14%	-9%	1%	2.3%	2%	0%	0%	-13%
CC(=O)c1cc(-c2ccc(F)cc2)n(CCC(=O)NC2CCCCC2)c1C
  -5%[57.1 µM]	9%[57.1 µM]	20%	-25%	-2.0%	-2%	0%	12%	u
Oc1ccc(/C=N/Nc2cc(N3CCCC3)nc(N3CCCC3)n2)cc1
  3%	4%	-21%	u	0.1%	-5%	0%	-17%	-27%
O=S(=O)(Nc1cccc(-c2ccc(N3CCOCC3)nn2)c1)c1ccc(F)c(C(F)(F)F)c1
  -11%[57.1 µM]	-6%[57.1 µM]	8%	-13%	-1.3%	2%	-3%	-4%	-17%
COc1ccc(CCN=Cc2ccc(O)cc2)cc1OC
  -8%	4%[57.1 µM]	-27%	-5%	-0.3%	1%	-2%	1%	-6%
COc1ccc(S(=O)(=O)N(C)C)cc1NC(=O)c1ccc2c(c1)OCCO2
  9%	30%	29%	3%	0.5%	5%	-1%	16%	-10%
O=C(O)CCS(=O)(=O)c1ccccc1Cl
  -4%[57.1 µM]	-12%[57.1 µM]	9%	3%	1.2%	4%	0%	2%	-8%
O=C(c1cc(COc2c(F)cccc2F)on1)N1CCC(c2ccncc2)CC1
  5%[57.1 µM]	6%[57.1 µM]	2%	-18%	2.1%	7%	2%	2%	-18%
COc1ccc(CNCC(O)(c2ccccc2)c2ccc(F)cc2)cc1 (configuration not stated)
  3%	6%	-7%[56.9 µM]	0%	-1.9%	-1%	0%	5%	-7%
COc1ccc(Cc2nnc(SCC(=O)NCC3CCCO3)o2)cc1 (configuration not stated)
  5%	-1%	2%	7%[57.4 µM]	-0.4%	2%	-1%	-2%	11%
C#CCn1c(-c2ccccc2)ccc(C#N)c1=O
  -6%	-10%	24%	-6%	1.4%	12%	-21%	-5%	-17%
